# Bioassay records: PubChem, National Center for Advancing Translational Sciences (NCATS)
# HT1080-NT tox = kills 2HG-producing HT-1080-NT fibrosarcoma cells; Potency, µM (top dose mostly 46.1 µM), inactives show at the top dose activity, negative = less viability, most hits filed as cytotoxic; hit rate 1.6% among 360,000; HT-1080-NT fibrosarcoma viability, CellTiter-Glo ATP luminescence, 48 h;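 further: NT is the 2HG producing partner of a matched IDH1 knockdown line; potency means the concentration at half of the fitted maximal effect; 0% = DMSO-treated cells and -100% = media-only wells without cells; nearly all actives have a fitted effect of over 55% in size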
#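 Fibrosarcoma NT cells, 750 per well in 5% FBS RPMI, were exposed to compound for 48 hours. Viability: CellTiter-Glo luminescence.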
# KB-3-1 tox = KB-3-1 parental cell cytotoxicity; KB-3-1 viability, CellTiter-Glo ATP luminescence, 72 h; Potency, µM (titrated, usually from 46.1 µM), without a hit: at the highest dose activity change, negative = cytotoxic, usual class: cytotoxic; hit rate 1.4% among 400,000; AID 1347075; further: potency means the concentration at half of the fitted maximal effect; on the % scale 0 is the no-effect control and ±100 the full control effect; nearly all actives have a fitted effect of over 60% in size
#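 Screening of KB-3-1 cells (DMEM, 10% FBS, phenol-red free) ran from lowest to highest compound concentration; after 72 h at 37 °C viability was read luminescently and curves fitted.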
# MCF10A rereplic = induces DNA re-replication in MCF 10a normal breast cells | AID 624296 | MCF 10A DNA re-replication, Hoechst nuclear intensity, 48 h | hit rate 2.9% among 350,000 | Potency, µM (series often up to 46.1 µM), for the others: at the top dose activity, positive = re-replication, most hits filed as activators; further: potency means the concentration at half of the fitted maximal effect; % of control where 0% means no effect; nearly all actives have a fitted effect of over 50% in size
# KB-V1 MDR tox = KB-V1 MDR subline cytotoxicity; KB-V1 MDR cells viability, CellTiter-Glo, 72 h; Potency, µM (titrated, usually from 46.1 µM), for inactives: top-dose activity change, negative = cytotoxicity, actives largely listed as cytotoxic; hit rate 3.4% among 400,000; AID 1347076; further: potency means the concentration at half of the fitted maximal effect; on the % scale 0 is the no-effect control and ±100 the full control effect; nearly all actives have a fitted effect of over 60% in size
#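 KB-V1 cells (P-gp-expressing MDR subline of KB-3-1) in phenol-red-free DMEM with 10% FBS were exposed to library compounds over a concentration series for 72 h at 37 degrees C. Viability read by CellTiter-Glo luminescence; concentration-effect curves fitted after normalization.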
# HT1080 IDH1KD tx = toxicity to HT-1080 IDH1 knockdown cells (counter line). HT-1080 IDH1 knockdown viability, ATP luminescence, 48 h. Potency, µM (highest dose often 46.1 µM), for inactives: at the highest dose activity, negative = toxicity, usual class: cytotoxic. hit rate 2% among 360,000. AID 686971;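 further: potency means the concentration at half of the fitted maximal effect; 0% = DMSO wells and -100% = cell-free medium wells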
#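 In this qHTS, HT-1080 cells depleted of IDH1 are exposed for 48 h at 37 °C to compound titrations. Toxicity is scored from CellTiter-Glo luminescence, with DMSO as full viability and medium alone as none.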
# HEK293 tox = cytotoxicity counter-screen for GLP-1 receptor inverse agonists; hit rate 0.13% among 410,000; Potency, µM (top dose mostly 38.3 µM), for inactives: at the top dose activity change, negative = inhibition, actives largely listed as inhibitors; AID 624418; HEK293 cAMP-luciferase reporter cells, luminescence, 24 h;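 further: loss of luciferase light is scored as toxicity; potency means the concentration at half of the fitted maximal effect; on the % scale 0 is the no-effect control and ±100 the full control effect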
#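 Cells in DMEM/10% Nu serum/1% pen-strep, 1536-well format. Pre-incubated 12 h, dosed with 23 nL compound, incubated a further 24 h. Luciferase detection, 12 min at room temp, luminescence.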
# IL-1B inflam inh = inhibitors of inflammasome signaling (IL-1 beta secretion). THP-1 LPS/ATP IL-1B secretion, AlphaLISA, 16 h; active compounds read low. activity change, % at 57.5 µM. hit rate 4.7% among 360,000; in the data active means activity change below about -50%; inconclusive means mostly about -30% to -49%; further: on the % scale 0 is the no-effect control and ±100 the full control effect
#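 Secreted IL-1B measured by AlphaLISA bead assay after 16 h compound exposure of THP-1 cells; compounds (final up to 57.5 uM) added 1 h before LPS (250 ng/mL) and ATP (1.25 mM) stimulation; lower signal means less secretion.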
# SW480 rereplic = DNA re-replication induction in SW480 cells; SW480 DNA re-replication, Hoechst DNA content imaging, 48 h; Potency, µM (doses to about 46.1 µM), for the others: at the highest dose re-replication activation, actives largely listed as activators; hit rate 1.8% among 340,000; further: potency means the concentration at half of the fitted maximal effect; % of control where 0% means no effect; nearly all actives have a fitted effect of over 55% in size
#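 First, 250 cells per well were seeded. Next, compound or vehicle (23 nL) was pinned in, plates sat 48 hr at 37 C. Finally Hoechst was added for 40 min before fluorescence scanning.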
# D3 ag = D3 dopamine receptor (human) agonism; P35462; AID 652048; max activation, %; D3R DiscoveRx beta-arrestin cells, luminescence, 90 min; hit rate 0.58% among 410,000; in the data active means max activation above about 30%; further: 0% is about no effect; mostly tested at two doses, the higher about 12 µM
# Target sequence (P35462 whole entry, looked up): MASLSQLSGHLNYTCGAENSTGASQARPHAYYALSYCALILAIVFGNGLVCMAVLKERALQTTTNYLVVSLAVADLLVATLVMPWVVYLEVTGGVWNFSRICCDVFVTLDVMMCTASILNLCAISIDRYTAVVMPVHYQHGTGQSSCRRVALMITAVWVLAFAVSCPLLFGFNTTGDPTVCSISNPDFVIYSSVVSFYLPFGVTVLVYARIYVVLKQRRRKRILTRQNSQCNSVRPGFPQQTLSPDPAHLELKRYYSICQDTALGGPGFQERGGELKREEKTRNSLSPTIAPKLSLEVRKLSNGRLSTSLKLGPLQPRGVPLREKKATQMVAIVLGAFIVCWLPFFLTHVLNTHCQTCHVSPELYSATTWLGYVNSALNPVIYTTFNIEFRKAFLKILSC
#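 Agonist mode: compounds and dopamine controls were applied to plated cells for 90 min at 37 degrees C after an overnight attachment at 1500 cells/well. Luminescent read-out followed 30 - 60 minutes at room temperature with DiscoveRx detection reagent.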
# Starred values were filed as active, the others as inactive; u = inconclusive; x = not tested or not shown; & = joins results of further samples; ! = a repeat was not active; [ ] = remark or other dose. Unless noted, the call rests on the fitted dose curve; in most records, active means well fitted curve in the direction sought with a large enough effect; inconclusive means small, poorly fitted or top-dose-only effect, or another doubt; inactive means no such curve, though single readings can be large; an effect the other way counts as inactive or inconclusive.
SMILES	HT1080-NT tox	KB-3-1 tox	MCF10A rereplic	KB-V1 MDR tox	HT1080 IDH1KD tx	HEK293 tox	IL-1B inflam inh	SW480 rereplic	D3 ag
CN(C)c1ccc(/C=C/c2ccc3ccccc3[n+]2C)cc1	u	0.33µM*!	u	u	1.3µM*	u	-107*	2.3µM*	-9
COC(=O)C1=C(c2ccc(Cl)c(C(F)(F)F)c2)C[C@@H]2CC[C@H]1N2C(=O)NCCOc1ccccc1Cl	u	u	u	u	u	u	-82*	-4%	-25
Cc1cc(O)c2c(C)c(CC(=O)N3C[C@H]4C[C@@H](C3)c3cccc(=O)n3C4)c(=O)oc2c1	-4%	0%	-8%	8%	8%	7%	-1	-32%[inhibitor]	-1
O=c1[nH]c2ccccc2n1C1CCN(C(c2cccs2)c2nnnn2Cc2ccccc2)CC1 (centres undefined)	18µM*	u	x	15µM*	16µM*	u	u	x	4
CCN(CC)c1ccc(N=Cc2c(O)n(-c3ccc(Cl)cc3)c(=O)[nH]c2=O)cc1	11%	-8%	-1%	u	1%	-8%	46	-8%	1
CC(C)N1C(=S)SC(C)(C)C1n1oc(=O)n(-c2cccc(Cl)c2)c1=O (centres undefined)	-2%	0%	0%	-5%	-5%	-9%	32	-2%	1
O=C1NC(=O)C(Nc2ccc(Cl)c(Cl)c2)C(=O)N1	-17%	-4%	-1%	0%	-21%	-2%	12	-1%	2
COC(=O)C1=C(c2ccc(F)cc2OCc2ccccc2)C[C@@H]2CC[C@H]1N2C(=O)NCc1ccc(OC)cc1	-17%	u	29%	-1%	-16%	14%	u	1%	-11
CN(C)C(=O)Oc1ccc2c(c1)O/C(=C\c1ccccc1)C2=O	-1%	-4%	1%	27%	1%	2%	u	-7%	1
COc1cc2[nH]c(=O)n(-c3ccc(C)cc3)c(=O)c2cc1OC	14%	0%&9%	0%	-7%&4%	22%	7%&5%	-5	-10%	7&-9
COC(=O)C1=C(c2ccc3ccccc3c2)C[C@@H]2CC[C@H]1N2C(=O)NCCO	-3%	-6%	1%	15%	-14%	u	14	0%	-17
FC(F)(F)c1ccccc1N1CC1c1ccncc1 (centres undefined)	-5%	-8%	1%	-10%	-4%	4%	16	-2%	-3
Cn1c(N2CCNCC2)nc2ccccc21	14%	-3%	-2%	8%	11%	-2%	1	-9%	2
C[C@@H]1CN([C@H](C)CO)C(=O)c2c(c3ccccc3n2C)-c2ccccc2CO[C@H]1CN(C)Cc1ccc(-c2ccccc2)cc1	21µM*	u	x	u	16µM*	u	u	x	-10
C=CC1CN2CCC1CC2C(OC(C)=O)c1ccnc2ccc(OC)cc12 (centres undefined)	1%	-5%	-2%	-17%	-2%	-9%	-16	1%	-1
O=c1[nH]c(=O)n(-c2ccc(Cl)cc2)c(O)c1C=NCCN1CCCCC1	0%	2%	-7%	8%	-2%	-36%	19	-6%	-7
CC(Cc1ccccc1Sc1ccc(O)cc1)N(C)C (centres undefined)	-1%	u	-2%	-19%	-15%	u	-5	-1%[9.22 µM]	-15
O=c1oc2cccnc2n1CCS(=O)(=O)c1ccc(F)cc1	-11%	2%	21µM*	1%	-3%	u	-66*	u	7
CCCCn1c(=O)c(C=Nc2cccnc2Cl)c(O)n(CCCCl)c1=O	-1%	2%	16%	22%	-1%	-15%	45	-7%	-5
O=C(CN1C(=O)COc2ccccc21)N1CCC2(CC1)OCCO2	16%	-11%	1%	-2%	18%	-3%	-4	2%	-9
Cc1nc2cc(C(F)(F)F)ccc2n1C1CCN(Cc2nnnn2Cc2ccc3c(c2)OCO3)CC1	23µM*	u	u	18µM*	29µM*	1%	-71*	14%	-5
CCc1cc(=O)oc2c(C)c(OCC(=O)N3C[C@H]4C[C@@H](C3)c3cccc(=O)n3C4)ccc12	-1%	0%	u	0%	0%	-5%	1	u	-3
CCOc1ccccc1CN(CCc1ccc2c(c1)OCO2)Cc1ccc(CC)cc1	x	-1%	x	-14%	x	11%	x	x	-14
Clc1cccc(Cl)c1NC1=NCCS1	-21%	-45%	x	0%	-21%	-5%	u	x	-7
O=c1c2ccccc2nc(-c2ccco2)n1-c1ccc(Br)cc1	-14%	-9%	u	-9%	-16%	0%	-17	13%	5
CC(C)C(=O)NC(=S)N(Cc1ccccc1)Cc1ccccc1	-1%	0%	2%	-15%	-4%	u	-17	2%	-5
Cc1ccc2nsnc2c1-n1c(C)nc2ccccc2c1=O	5%	-14%	4%	12%	0%	2%	12	-5%	17
O=C(C(=O)N1CCOCC1)c1cn(CCCOc2ccccc2)c2ccccc12	-8%	-6%	4%	-5%	-10%	3%	-12	0%	8
Cc1ccccc1-c1nn2c(=O)cc(CN3CCN(C(=O)COc4ccccc4Cl)CC3)nc2s1	x	1%	x	-4%	x	-6%	x	x	-24
CCOc1cc(CNCCO)cc(Br)c1OCc1ccc(Cl)cc1	u	u	u	u	u	u	-16	u	-3
CN1CC[C@@]23CCCC[C@@H]2[C@@H]1Cc1ccc(O)cc13	8%	0%	2%&0%	-1%	9%	0%	-14	-3%&12%	-6&0
CCOC(=O)c1nc2ccccc2c(=O)n1-c1ccc(C)cc1C	0%	-8%	u	-17%	0%	3%	-10	5%	-8
CCN(CC)CCOC(=O)C(O)(c1ccccc1)c1ccccc1	-11%	0%	-7%&0%&1%	12%	7%	1%	13	-27%&-15%&4%	-56&-22
CN1CC2=Cc3ccccc3OC23Oc2ccccc2C=C3C1	16µM*	u	u	u	u	u	-117*	u	6
C1CCC(NC2CCCCC2)CC1	21%	0%	0%&3%	6%	12%	2%	6	15%&-1%	7&5
Cc1ccccc1Cc1c(C)nc2c(C(=O)NCc3ccco3)cnn2c1C	u	0%	u	u	u	-2%	u	u	-18
CCOC(=O)C1C2NC(=O)N(Cc3ccccc3)C1(C)Oc1c(OC)cccc12 (centres undefined)	0%	15%	2%	9%	-1%	4%	22	-6%	20
C/C(=N\N(C)c1ccccc1)c1c(O)[nH]c(=O)[nH]c1=O	u	u	u	-3%	u	-1%	7	14%	5
CCOC(=O)C1=C(N)Oc2c(c(=O)oc3ccccc23)C12C(=O)N(C)c1ccccc12 (centres undefined)	-8%	-5%&18%	25%	-1%&1%	-6%	-13%	12	19%	-9
COc1cc2c3cc1Oc1c(OC)c(OC)cc4c1[C@H](Cc1ccc(cc1)Oc1cc(ccc1O)C[C@H]3N(C)CC2)N(C)CC4	u	0%	45%	u	u	2%	-2	16%	-3
O=C1NC(=O)C2(Cc3ccccc3N3CCCC32)C(=O)N1c1ccc(Cl)cc1 (centres undefined)	u	u	21µM*	-17%	-4%	-9%	18	1%	-3
O=C(CN1CC=C(c2ccccc2)CC1)NC(=O)NC1CCCCC1	0%	1%	21µM*	-10%	-7%	2%	-6	-22%[1.84 µM]	-7
CCOP(=O)(OCC)C(O)c1cccnc1 (centres undefined)	14%	14%	-6%	18%	10%	15%	4	-131%[inhibitor]	2
CC(C)OP(=O)(O)NC(=O)c1ccccc1	-2%	-3%	-3%	4%	1%	11%	28	0%	9
CCOC(=O)CC1c2ccccc2-n2nncc2CN1CC1CCCCC1 (centres undefined)	-6%	6%	x	u	3%	-8%	4	x	2
CCCCCCC(=O)c1c(O)n(-c2ccccc2OC)c(=O)[nH]c1=O (tested in a mixture with another compound)	6%	-2%	14%	u	16%	-3%	15	-15%	-9
CC1=NN(C)C(=O)C1Cc1c(F)cccc1Cl (centres undefined)	-13%	-3%	4%	26%	0%	-16%	6	-54%[inhibitor]	-5
Cc1cccc(CN2CCN(c3ccc(Cl)cc3)CC2)c1	-3%	-8%	-11%	0%	-8%	3%	-1	3%	3
CN1CCN(c2c(F)cc([N+](=O)[O-])c(N)c2Br)CC1	-3%	-20%	-1%	u	-19%	24%	u	-12%	-22
Cc1cc(Br)ccc1N1C(=O)CC(=O)NC1=O	14%	-1%	2%	2%	-1%	-2%	1	8%	0
CCN1CCN(c2nc(Nc3ccc(C)c(C)c3)nc(N)c2[N+](=O)[O-])CC1	u	u	2%	u	u	u	u	1%	-39
Oc1c(Br)cc(-c2ccccc2)cc1Br	-1%	24%	u	8%	1%	3%	-9	9%	14
CCCC(C)n1[nH]c(=O)c2c1NC(=O)CSC2c1ccccc1 (centres undefined)	15%	8%	1%	17%	-10%	2%	-8	2%	-7
c1cnc(OCCN2CC2)cn1	-3%	0%	-1%	-6%	-6%	74%[activator]	-2	0%	13
CCN1CCN(CC(c2ccccc2)c2ccccc2)CC1	6%	-13%	u	-29%	3%	1%	-13	-33%[inhibitor]	-10
CC(C)(C)C(=O)N1Cc2cc(-c3cccc(F)c3)ccc2-n2nncc2C1	1%	0%	x	19%	3%	4%	0	x	-6

# Next part.
SMILES	HT1080-NT tox	KB-3-1 tox	MCF10A rereplic	KB-V1 MDR tox	HT1080 IDH1KD tx	HEK293 tox	IL-1B inflam inh	SW480 rereplic	D3 ag
CCOP(=O)(C#Cc1ccccc1)C(O)c1ccc(Br)cc1 (centres undefined)	-7%	1%	13%	-8%	-1%	3%	-19	1%	-4
CCCCN(CC(O)COc1cccc(C)c1)CC(O)COc1cccc(C)c1 (centres undefined)	21µM*	u	u	u	18µM*	u	-100*	u	-10
O=C(C1CC(c2ccc(Cl)c(Cl)c2)=NO1)N1CCC2(CC1)OCCO2 (centres undefined)	-2%	16%	21%	-7%	-4%[9.24 µM]	u	-71*	-17%	7
O=S(=O)(c1cccc2ccccc12)N1Cc2ccccc2-n2nncc2C1	-3%	-29%	x	u	-13%	10%	8	x	3
CC1C(=O)OC2CCN3CC=C(COC(=O)C(C)(O)C1(C)O)C23 (centres undefined)	11%	0%	-3%	u	7%	2%	7	u	-10

# Not all compounds are listed; the hit share may differ from the screen's.
